Granule exo inh = lytic granule exocytosis inhibition; TALL-104 LAMP-1 surface exposure, flow cytometry; cells stimulated with thapsigargin and PMA; inhibition, % at 10 µM; 0.66% of 360,000 active;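 active = inhibition above about 55%, limit read from the data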
NOD2 RIPK2 PPI = NOD2-RIPK2 protein interaction inhibition. O43353. CHO BLA complementation NOD2-RIPK2, CCF4 ratio. inhibition, % at 4.98 µM. 0.38% of 360,000 active. AID 624267; in the data active = inhibition above about 21%;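 note: 0% = vehicle only and 100% = reference blocker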
Target sequence (O43353 whole entry, looked up): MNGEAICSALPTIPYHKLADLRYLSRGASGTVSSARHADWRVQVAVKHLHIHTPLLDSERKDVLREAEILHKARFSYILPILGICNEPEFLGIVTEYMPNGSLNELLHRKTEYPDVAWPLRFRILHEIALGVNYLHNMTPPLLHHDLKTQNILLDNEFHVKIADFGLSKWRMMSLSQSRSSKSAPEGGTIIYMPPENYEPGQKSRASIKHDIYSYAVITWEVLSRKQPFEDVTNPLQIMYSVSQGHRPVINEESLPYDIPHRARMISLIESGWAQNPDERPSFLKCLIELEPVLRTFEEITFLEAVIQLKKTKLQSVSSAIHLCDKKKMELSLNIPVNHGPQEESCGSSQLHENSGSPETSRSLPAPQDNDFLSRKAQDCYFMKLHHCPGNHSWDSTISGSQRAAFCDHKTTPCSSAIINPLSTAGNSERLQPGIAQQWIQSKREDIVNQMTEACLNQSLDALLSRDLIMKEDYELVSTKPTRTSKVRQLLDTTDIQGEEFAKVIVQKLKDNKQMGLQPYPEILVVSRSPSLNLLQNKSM
MC4R antagonist = antagonists of human melanocortin 4 receptor (MC4R); MC4R-expressing cells, MTII-stimulated cAMP, LANCE TR-FRET; inhibition, % at 6.5 µM; 0.48% of 360,000 active; AID 540295;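 active = inhibition above its plate's cutoff, the mean of tested wells on that plate plus 3 SD, cut at about 29% in these data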;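 note: 0% = Melanotan II alone and 100% = Melanotan II plus saturating MCL0020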
Target sequence (P32245 whole entry, looked up): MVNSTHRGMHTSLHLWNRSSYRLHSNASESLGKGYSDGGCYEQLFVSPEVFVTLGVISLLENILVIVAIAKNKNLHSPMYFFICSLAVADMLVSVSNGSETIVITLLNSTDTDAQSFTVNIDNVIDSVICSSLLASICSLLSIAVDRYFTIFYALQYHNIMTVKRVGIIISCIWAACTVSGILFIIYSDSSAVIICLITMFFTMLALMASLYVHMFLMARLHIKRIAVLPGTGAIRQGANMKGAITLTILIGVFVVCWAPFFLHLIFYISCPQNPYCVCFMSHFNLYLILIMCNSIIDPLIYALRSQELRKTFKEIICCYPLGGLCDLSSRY
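System: U2OS-MC4R stable cell line; Technique: Eu-cAMP/anti-cAMP TR-FRET, emission 671 nm; Repeats: single well per compound; Also added: Melanotan II; Dosing: one concentration, 6.5 µM nominal; Schedule: 30-min compound, 1-h challenge, 1-h detection, room temperature.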
ABHD5-PLIN5 inh = inhibitors of human ABHD5-perilipin-5 interaction; Q00G26+Q8WTS1; Split G. princeps luciferase complementation, luminescence, 4 h; inhibition, % at 4 µM; 0.78% of 360,000 active; AID 602281;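 active = inhibition above the mean inhibition across every tested compound plus 3 SD, cut at about 22% in these data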;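 note: 0% = DMSO only wells and the 100% control is not disclosed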
N-glyco inh = blocks N-linked glycosylation in D54 reporter cells | D54 ERlucT glycosylation luciferase reporter, 24 h; percent of 100 nM tunicamycin response | 0.23% of 360,000 active | reporter increase, % at 12.5 µM;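 active = mean luciferase reporter signal, scaled so untreated is 0 and the glycosylation-blocking control 100, at or above a set limit in every replicate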;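 note: luciferase carries N-glycosylation sites so blocking glycosylation raises the light; 0% = median of neutral control wells and 100% = median of 100 nM tunicamycin wells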
aDG glyco act = increases alpha dystroglycan glycosylation. activation, % at 10 µM. 0.22% of 360,000 active. AID 624168. Pro5-aDG cells, alpha-DG glycosylation AlphaScreen (IIH6); 0% Pro5, 100% B10-LARGE cell signal;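 active = activation of at least 8% versus controls, or a plate z-score of at least 8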;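 note: Pro5 are CHO cells carrying HIG-tagged alpha-DG that lacks glycosylation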
ABCB6 inh 2 = human ABCB6 transporter inhibition. Q9NP58. K562-ABCB6 porphyrin accumulation, flow cytometry, 1 h; stronger effect = lower value. fluorescence ratio to DMSO, % at 10 µM. 0.19% of 360,000 active;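 active = fluorescence ratio to DMSO below 75%, the collection mean minus 3 SD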;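 note: signal is porphyrin accumulated inside mitochondria; 100% equals median channel fluorescence of DMSO control wells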
Vif imaging = HIV Vif inhibition; inhibition, % at 7.49 µM; HEK293T cells, Vif self-association by quenched fluorescence, imaging, 24 h; 0.35% of 340,000 active; in the data active = inhibition above about 50%, passing the limit was not always enough; note: some results filed as inactive read as strong as hits
MC4R ag barr = activates human MC4R beta-arrestin recruitment | P32245 | U2OS MC4R beta-arrestin complementation, luminescence; percent of melanotan II response, DMSO zero | activation, % at 8.9 µM | 0.98% of 360,000 active;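 active = activation above a per-plate cutoff, the mean activation of sample wells on that plate plus 3 SD, cut at about 8% in these data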
TLR9-MyD88 inh = inhibitors of human TLR9-MyD88 binding. Q9NR96+Q99836. 0.21% of 340,000 active. inhibition, % at 4.98 µM. CHO BLA complementation TLR9-MyD88, CCF4 FRET ratio;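 active = inhibition above the mean over all tested compounds plus 3 SD, cut at about 21% in these data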;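 note: 0% = DMSO only wells and 100% = clavulanate BLA inhibitor control wells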
* hit, by the source's call; i = inactive; nt = no result given.

Granule exo inh | N-glyco inh | TLR9-MyD88 inh | NOD2 RIPK2 PPI | ABCB6 inh 2 | Vif imaging | aDG glyco act | MC4R antagonist | MC4R ag barr | ABHD5-PLIN5 inh | Molecule
3 | 2 | -2 | -3 | 94 | 20 | -0.3 | 0 | -1.3 | -6 | CCN(CC(=O)N1CCC(C(N)=O)CC1)S(=O)(=O)c1cc(Cl)ccc1Cl
-2 | -4 | 8 | 2 | 97 | nt | 1.4 | 6 | 0.4 | 2 | O=C(Nc1ccc2c(c1)OCO2)N1CCN(c2ncc(C(F)(F)F)cc2Cl)CC1
-1 | 2 | -3 | -5 | 101 | -9 | 0.4 | 0 | -1.8 | -1 | COc1ccc(Cl)cc1NS(=O)(=O)c1ccc(OC)c(OC)c1
5 | 2 | -7 | 0 | 105 | 10 | 0.0 | 4 | 2.2 | 16 | COC(=O)c1ccc(S(=O)(=O)N2CCC(C(N)=O)CC2)n1C
-5 | nt | -8 | -6 | 99 | nt | -0.2 | -1 | -1.1 | -3 | COc1ccccc1C(=O)Nc1ccc2c(c1)CN(Cc1cnc(C)s1)CC2
9 | 1 | 2 | 6 | 103 | 13 | -0.1 | 0 | 0.8 | -2 | Cn1cnnc1SCC(=O)Nc1ccc2ccccc2c1
3 | 4 | -3 | -3 | 125 | 4 | -0.2 | 10 | -0.5 | 8 | COc1cc(-c2csc(N3CCOCC3)n2)cc(OC)c1OC
5 | 5 | 4 | -3 | 102 | -1 | -0.1 | -2 | -1.3 | -1 | COc1ccc(NC(=O)NNC(=O)COc2ccc([N+](=O)[O-])c(C)c2)cc1OC
0 | -2 | 2 | 2 | 99 | -4 | 0.1 | -10 | -1.2 | -9 | CC(=O)Nc1c(O)nc(SCC(=O)Nc2ccc(C(C)=O)cc2)[nH]c1=O
3 | -2 | -10 | -11 | 109 | -3 | 6.0* | 21 | 1.0 | 2 | Cc1cc(-c2nn(-c3ccccc3)cc2/C=C2\SC(N)=NC2=O)ccc1OC(C)C
-8 | 3 | 1 | -7 | 94 | -12 | -0.4 | 15 | 0.5 | 1 | O=C(CCc1nc2ccccc2c(=O)[nH]1)NNC(=O)COc1ccc(Br)cc1
-3 | 0 | -7 | 1 | 95 | -1 | 0.8 | 15 | 0.7 | -4 | COc1ccc(NS(=O)(=O)c2cccs2)cn1
2 | 0 | 3 | -3 | 102 | -12 | 1.9 | 4 | 1.2 | 9 | CCOCCCNC(=O)C(NC(=O)CNC(=O)c1ccccc1)c1ccccc1 (configuration not stated)
-1 | 2 | 2 | -2 | 98 | 4 | -0.3 | -6 | -1.0 | 1 | O=[N+]([O-])c1cc(C(F)(F)F)ccc1N1CCCC(O)C1 (configuration not stated)
0 | 1 | -7 | -3 | 90 | -3 | -0.3 | -2 | -0.7 | 5 | COc1ccccc1-n1c(C)nnc1SCC(N)=O
0 | 0 | -20 | 0 | 98 | -2 | 0.3 | -3 | -2.2 | -8 | CC(=Nc1ccc(C)c(C)c1)C1=C(O)CSC1=O
-3 | 3 | nt | -7 | 89 | nt | -0.3 | nt | nt | 6 | CN(Cc1ccc2c(c1)CCCN2C)C(=O)[C@H]1O[C@@H](n2ccc(=O)[nH]c2=O)[C@H](O)[C@@H]1O
0 | -5 | 0 | -12 | 98 | 9 | -0.7 | -3 | 2.3 | 3 | O=C(Nc1ccccc1)c1ccc(-c2ccc(F)cc2)s1
-1 | 1 | -9 | -3 | 99 | 1 | -0.1 | 7 | -1.4 | -6 | COc1ccc(N(CC(=O)N2CCOCC2)S(C)(=O)=O)cc1Cl
-5 | -2 | 8 | 10 | 113 | -3 | -0.1 | 5 | 0.3 | -12 | Cn1ccnc1SCC(=O)c1cc2ccccc2o1

An excerpt from above in order of length of the SMILES, ascending.
Granule exo inh | N-glyco inh | TLR9-MyD88 inh | NOD2 RIPK2 PPI | ABCB6 inh 2 | Vif imaging | aDG glyco act | MC4R antagonist | MC4R ag barr | ABHD5-PLIN5 inh | Molecule
-5 | -2 | 8 | 10 | 113 | -3 | -0.1 | 5 | 0.3 | -12 | Cn1ccnc1SCC(=O)c1cc2ccccc2o1
-3 | 0 | -7 | 1 | 95 | -1 | 0.8 | 15 | 0.7 | -4 | COc1ccc(NS(=O)(=O)c2cccs2)cn1
0 | 0 | -20 | 0 | 98 | -2 | 0.3 | -3 | -2.2 | -8 | CC(=Nc1ccc(C)c(C)c1)C1=C(O)CSC1=O
0 | -5 | 0 | -12 | 98 | 9 | -0.7 | -3 | 2.3 | 3 | O=C(Nc1ccccc1)c1ccc(-c2ccc(F)cc2)s1
3 | 4 | -3 | -3 | 125 | 4 | -0.2 | 10 | -0.5 | 8 | COc1cc(-c2csc(N3CCOCC3)n2)cc(OC)c1OC
-1 | 1 | -9 | -3 | 99 | 1 | -0.1 | 7 | -1.4 | -6 | COc1ccc(N(CC(=O)N2CCOCC2)S(C)(=O)=O)cc1Cl
2 | 0 | 3 | -3 | 102 | -12 | 1.9 | 4 | 1.2 | 9 | CCOCCCNC(=O)C(NC(=O)CNC(=O)c1ccccc1)c1ccccc1 (configuration not stated)
-8 | 3 | 1 | -7 | 94 | -12 | -0.4 | 15 | 0.5 | 1 | O=C(CCc1nc2ccccc2c(=O)[nH]1)NNC(=O)COc1ccc(Br)cc1
3 | -2 | -10 | -11 | 109 | -3 | 6.0* | 21 | 1.0 | 2 | Cc1cc(-c2nn(-c3ccccc3)cc2/C=C2\SC(N)=NC2=O)ccc1OC(C)C
5 | 5 | 4 | -3 | 102 | -1 | -0.1 | -2 | -1.3 | -1 | COc1ccc(NC(=O)NNC(=O)COc2ccc([N+](=O)[O-])c(C)c2)cc1OC
-3 | 3 | nt | -7 | 89 | nt | -0.3 | nt | nt | 6 | CN(Cc1ccc2c(c1)CCCN2C)C(=O)[C@H]1O[C@@H](n2ccc(=O)[nH]c2=O)[C@H](O)[C@@H]1O

(listing goes on)
Granule exo inh | N-glyco inh | TLR9-MyD88 inh | NOD2 RIPK2 PPI | ABCB6 inh 2 | Vif imaging | aDG glyco act | MC4R antagonist | MC4R ag barr | ABHD5-PLIN5 inh | Molecule
0 | -1 | -1 | 3 | 102 | -13 | -0.1 | 10 | -1.9 | 2 | Cc1cccc(Nc2nnc(SCC(=O)Nc3cccnc3Cl)s2)c1
15 | -5 | -8 | 6 | 102 | -9 | 0.0 | 22 | -0.1 | 1 | c1ccc(Nc2nc(NCCN3CCOCC3)nc(Nc3ccccc3)n2)cc1
0 | -4 | -1 | -9 | 102 | -5 | -0.1 | 3 | -2.8 | 3 | COc1ccc(N2CCN(C(=O)CCNS(=O)(=O)c3cc(Br)cnc3N)CC2)cc1
-14 | -2 | 2 | -20 | 101 | -1 | 0.3 | 5 | -0.6 | -4 | CC(Oc1ccc(Cl)cc1)C(=O)N1CCN(C(=O)c2ccco2)CC1 (configuration not stated)
-10 | -12 | 1 | 0 | 104 | -5 | 0.1 | 1 | -1.3 | -3 | O=C(O)c1ccc(-c2noc(-c3ccccc3Cl)n2)cc1
1 | 7 | -3 | -8 | 95 | 3 | 0.1 | 7 | -1.4 | 3 | O=S(=O)(/N=C(/Nc1ccccn1)c1ccccc1)c1ccc(Cl)cc1
-4 | -1 | -9 | 2 | 100 | -12 | 0.0 | 11 | 1.5 | -18 | O=C(c1cc(-c2ccc(Cl)c(Cl)c2)on1)N1CCCCCC1
2 | -1 | 5 | -2 | 104 | 1 | 0.1 | 5 | 0.7 | 5 | O=C(Nc1ccc(F)cc1)C(c1ccccc1)N1CCN(CC(=O)N2CCOCC2)CC1 (configuration not stated)
1 | 1 | -1 | 1 | i | 0 | -0.1 | 4 | -1.0 | 3 | CCN(CC)c1ccc(/C=c2\sc3nnc(-c4ccccc4Cl)n3c2=O)cc1
10 | 0 | -12 | -6 | 96 | -8 | 0.9 | 10 | -2.6 | -4 | O=C(NNC(=O)c1ccc(NC(=O)C2CC2)cc1)c1ccc(F)cc1
2 | -3 | 3 | -12 | 84 | -1 | -0.3 | -5 | -1.6 | 1 | CCOC(=O)C1=C(C)N(c2ccc(C)cc2)C(=O)/C1=C\c1cccs1
-4 | 0 | 6 | 5 | 102 | 19 | 0.1 | 1 | -2.1 | 0 | O=c1c2nnn(Cc3ccccc3)c2ncn1-c1ccccc1
2 | -1 | 7 | 1 | 98 | 1 | -0.2 | -10 | -1.8 | 2 | COc1cc(-c2nc3ccccn3c2/N=C/c2cc(OC)c(O)cc2Cl)ccc1O
6 | -2 | -10 | 6 | 104 | -3 | 0.1 | -15 | -0.1 | -32 | Cc1cnc(C=NNC(N)=S)c2cccc(N)c12
6 | 0 | 5 | -16 | 94 | -35 | 0.3 | -4 | -1.7 | 1 | COc1cc(CN2CCN(Cc3ccc(C(F)(F)F)cc3)CC2)cc(OC)c1OC
4 | -1 | 7 | -4 | 87 | 5 | 0.1 | -1 | -0.3 | 4 | CCn1cc(C(=O)N2CCc3ccccc32)c(=O)c2cc(S(=O)(=O)N3CCCCCC3)ccc21
5 | -5 | -10 | -15 | 86 | -35 | 3.3 | -3 | -3.3 | -1 | CC(C)(C)c1ccc(-n2ncc3c2CCCC3NC(=O)c2ccncc2)cc1 (configuration not stated)

The list is partial (hit frequency here may not be typical).
